# Assay outcomes as filed in PubChem.
# Vc quorum ag: quorum light induction in luxS cqsA deficient V. cholerae. V. cholerae BH1578 lux reporter, luminescence, 6 h. activation, % at 18.7 µM. actives 0.16% (n = 350,000); in the data active = activation mostly above about 9.7%, no sharp cut-off; also: not every result past the cut was called active; inactives centre near 0; reference of the scale not given here
# GDH-TPI inh: counter-screen for M. tuberculosis FBA inhibitors: GDH-TPI coupled enzymes; GDH-TPI coupled enzyme counterscreen, NADH absorbance; AID 588335; inhibition, % at 4.8 µM; actives 1.2% (n = 360,000); in the data active = inhibition above about 30%;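 also: 0% = DMSO wells and 100% = wells lacking the enzyme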
# TcdB GH inh: blocks C. difficile toxin B glycohydrolase activity; P18177; TcdB glycohydrolase enzymatic assay, plate reader; inhibition, % at 9.99 µM; actives 0.24% (n = 350,000); in the data active = inhibition above about 10%
# UGM FP inh: Mtb UDP-galactopyranose mutase inhibition | actives 0.06% (n = 320,000) | P9WIQ1 | purified UGM, fluorescence polarization probe displacement | inhibition, % at 10 µM; in the data active = inhibition above about 10%, passing the limit was not always enough
# Target sequence (P9WIQ1 whole entry, looked up): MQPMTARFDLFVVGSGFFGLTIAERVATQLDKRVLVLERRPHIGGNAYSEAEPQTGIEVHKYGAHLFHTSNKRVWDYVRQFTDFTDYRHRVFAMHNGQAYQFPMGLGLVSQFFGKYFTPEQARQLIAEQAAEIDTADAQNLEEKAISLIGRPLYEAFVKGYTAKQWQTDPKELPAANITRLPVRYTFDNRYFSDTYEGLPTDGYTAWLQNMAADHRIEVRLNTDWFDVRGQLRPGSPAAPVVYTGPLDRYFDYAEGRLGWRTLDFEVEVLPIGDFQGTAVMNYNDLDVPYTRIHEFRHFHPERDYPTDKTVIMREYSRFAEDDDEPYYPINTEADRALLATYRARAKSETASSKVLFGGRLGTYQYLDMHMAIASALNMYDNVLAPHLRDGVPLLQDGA
# Mtb FBA inh: inhibitors of M. tuberculosis fructose-bisphosphate aldolase. inhibition, % at 1 µM. purified M. tuberculosis FBA, fluorescence read-out. P9WQA3. AID 588726. actives 2.3% (n = 360,000); in the data active = inhibition above about 27%;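 also: 0% = vehicle and 100% = reference inhibitor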
# Target sequence (P9WQA3 whole entry, looked up): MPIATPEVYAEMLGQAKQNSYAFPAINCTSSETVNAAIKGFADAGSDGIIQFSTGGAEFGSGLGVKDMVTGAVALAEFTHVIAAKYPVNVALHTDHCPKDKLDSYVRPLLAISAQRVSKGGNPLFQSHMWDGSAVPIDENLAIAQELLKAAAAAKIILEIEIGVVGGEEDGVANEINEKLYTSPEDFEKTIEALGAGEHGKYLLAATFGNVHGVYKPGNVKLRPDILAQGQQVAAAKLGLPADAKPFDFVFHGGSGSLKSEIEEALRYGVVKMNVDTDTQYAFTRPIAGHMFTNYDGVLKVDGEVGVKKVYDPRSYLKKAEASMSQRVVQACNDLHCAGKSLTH
# Y pestis TopoI: blocks Yersinia pestis topoisomerase I activity; Y. pestis Topo-I cleavage product accumulation, plate reader; actives 0.064% (n = 360,000); activity, % at 10 µM; in the data active = activity above about 50%, passing the limit was not always enough; also: inactives centre near 2
# BioA inh: inhibitors of Mycobacterium tuberculosis BioA enzyme. purified M. tuberculosis BioA enzyme, plate reader. inhibition, % at 9.99 µM. actives 0.096% (n = 360,000); in the data active = inhibition above about 40%
# PfHsp40 rescue: rescue of PfHsp40-mediated yeast toxicity; S. cerevisiae expressing PfHsp40, growth rescue, ATP luminescence; actives 0.68% (n = 340,000); growth rescue, % at 12.5 µM; in the data active = growth rescue above about 28%, passing the limit was not always enough;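 also: yeast W303a lacking pdr1 and pdr3 grown in galactose medium; growth measured after three days at 30 °C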
# FadD28 FP inh: blocks FadD28 binding to the bisubstrate probe; fluorescence polarization; AID 588549; actives 0.22% (n = 360,000); inhibition, % at 12.5 µM; in the data active = inhibition above about 8.5%, passing the limit was not always enough
# * marks the source's active call; other numbers are inactive results; i = inactive; . = not tested or not shown; & = joins results of further samples. Rows are unselected; any-hit rate near 4.6%.
SMILES,Vc quorum ag,GDH-TPI inh,TcdB GH inh,UGM FP inh,Mtb FBA inh,Y pestis TopoI,BioA inh,PfHsp40 rescue,FadD28 FP inh
O=C(C1=C[C@H](C2CC2)C[C@H](OCc2ccc(CO)cc2)O1)N1CCN(Cc2ccccc2)CC1,-10,2,1.6,-0.9,6,9,-0.1,0.0,-0.8
CC(C)(C)c1ccc(C(=O)NCc2nnc(SCC(=O)NCC3CCCO3)o2)cc1 (stereo not drawn),i,-4,-0.1,0.6,3,15,-1.4,-0.5,1.9
CCOC(=O)C1CCN(CCC(=O)Nc2ccc(Br)cc2)CC1,-0.1,-2,2.1,0.4,-1,14,0.3,0.2,1.3
Cc1ccc(S(=O)(=O)Nc2ccncc2)c(C)c1N(C)S(=O)(=O)c1ccc(F)cc1,i,6,.,0.8,-2,5,.,-0.4,-5.2
O=C(NCc1ccccc1)c1nc[nH]c1C(=O)N1CCN(c2ccccc2)CC1,i,-3,3.1,0.2,-3,19,0.4,-0.6,-2.8
COc1ccc(CNC(=O)CS(=O)Cc2nc(-c3ccccc3C)oc2C)cc1 (stereo not drawn),0.9,-12,3.1,2.5,2,1,0.0,0.4,1.5
CC(=O)NC12CC3CC(C1)CC(C(=O)N1CCN(S(=O)(=O)c4cccs4)CC1)(C3)C2,i,-7,2.1,-1.8,-1,-8,1.4,0.1,-2.3
CC(C)Nc1nc(NC(N)=S)nc(NC(C)C)n1,-0.3,-6,.,-5.8,1,1,.,-1.3,-4.7
CCOC(=O)N1CCC(NC(=O)C2CCCCN2S(=O)(=O)c2ccc(F)cc2)CC1 (stereo not drawn),-0.1,-6,-0.5,-1.8,0,1,0.1,0.2,-2.4
Cc1cccc(C(=O)Nc2cc(OCc3cccc(F)c3)c(Cl)cc2Cl)c1,i,-1,0.9,2.4,-1,-1,-0.6,0.0,-3.6
O=C(Nc1cccc2ccccc12)c1cn(-c2ccccc2)nc1-c1cccs1,i,8,0.6,-5.6,-1,7,.,-2.2,-0.2
OCCN=C1CCCc2c1[nH]c1ccc(Br)cc21,1.1,11,.,-2.6,2,0,.,0.4,-1.2
CC(C)Oc1ccc(C(=O)Nc2ccccc2N2CCCC2)cc1,-0.6,15,.,1.7,7,-5,0.7,-0.3,-0.2
COCCN(C(=O)Nc1ccc(F)cc1F)c1nc2ccccc2s1,0.7,13,0.0,-1.7,8,-3,-3.0,-0.2,-0.9
CCNc1nc(N2CCOCC2)nc(N(c2ccccc2)c2ccccc2)n1,i,3,.,2.3,-1,-7,.,-0.6,-1.3
Cc1cccc(-n2c(SCC(=O)N(C)C3CCS(=O)(=O)C3)nc3ccccc3c2=O)c1C (stereo not drawn),-5.1,4,0.8,-1.1,-1,10,47*,1.3,-4.2
Cc1cc(O)c(NC(=S)NC(=O)c2ccc(-c3ccc(Cl)cc3)o2)cc1C,5.3,37*,.,2.7,6,-12,.,-1.8,-2.1
CC(C)OC(=O)N(C)C[C@@H]1OCc2cn(nn2)CCCC(=O)N([C@H](C)CO)C[C@H]1C,i,14,-0.4&0.3,.,4,-1,-0.6&-2.2,.,-0.6
Cc1cc(C(=O)N2CCC3(CC2)OCCO3)no1,i,8,-0.3,-0.2,4,9,-1.0,-0.2,-0.7
Cc1cccc(C2=NN(c3ccccc3)[C@H](CO)[C@H]2c2ccc(F)cc2)c1,i,3,-2.5,.,63*,-11,-0.8,3.3,0.6
COc1ccc2nc(NN=C(C)c3ccccn3)cc(C)c2c1,i,27,1.1,.,7,17,.,784*,-2.2
COc1ccc2c(c1)C=C(CN1CCN(Cc3ccccc3C)C(CCO)C1)CO2 (stereo not drawn),-0.7,2,0.1,4.8,1,16,0.7,-0.8,-2.3
Cc1nc2[nH]onc2c2nccc(=O)c12,-0.4,2,.,0.1,-8,4,-0.1,-0.6,-4.1
Cc1ccc(Nc2nnc(SCc3nc4ccccc4c(=O)[nH]3)s2)cc1,i,25,0.5,4.0,1,1,1.0,0.0,-2.7
CCOc1ccccc1NC(=S)NC1CC2CCC1C2 (stereo not drawn),0.9,-4,-0.1,0.0,3,6,0.4,-0.9,0.5
O=C(CN1CCN(Cc2cccc(Cl)c2)C1=O)N1CCC2(CC1)OCCO2,0.6,-1,.,2.7,-2,0,0.9,-0.3,-3.8
CCN1C[C@@H]2[C@@H]3C(=O)N(Cc4ccccc4)C(=O)[C@@H]3[C@](CC)(C(=O)OC)N2C1=NC,i,16,1.0,.,-3,3,-0.2,-0.4,-3.9
CC(=O)NC(CC(=O)Nc1ccc(S(=O)(=O)N2CCOCC2)cc1)c1ccccc1 (stereo not drawn),0.7,4,0.2,4.7,-2,-1,-0.8,-0.8,-4.2
CC(=O)c1cccc(S(=O)(=O)N2CCCC(c3nc(-c4ccc(C)o4)no3)C2)c1 (stereo not drawn),-0.2,12,.,-1.2,0,32,.,-1.0,-0.3
COC(=O)c1ccc(C)cc1,-0.4,-10,0.8,.,1,-4,-0.4,-0.9,-2.4
CCOC(=O)CCCn1nc(C)n2c(cc3sccc32)c1=O,i,-5,.,1.4,-2,-6,-2.6,-0.1,0.4
O=C(N/N=C/c1ccncc1)c1ccncc1,i,9,0.0,.,0,3,5.6,-0.7,0.9
N#Cc1ccc(CSc2nc(N)cc(N)n2)cc1,-0.2,2,0.9,-1.8,1,0,0.1,1.6,-1.4
Cc1ccc(NC(=O)CCC(=O)N/N=C/c2coc3ccc(F)cc3c2=O)cc1,-0.9,-5,0.2,-0.5,0,5,-0.1,4.6,-4.1
Cc1ccc(S(=O)(=O)NC(=O)C2(C)CCN2C(=O)CCc2ccc(Cl)cc2Cl)nc1 (stereo not drawn),-0.4,6,-2.3,.,-1,5,-1.1,.,-1.1
COc1ccccc1C(=O)NC(=O)CSc1nnc(N)s1,0.3,6,2.3,2.4,-2,2,0.4,-0.5,-1.3
COC(=O)C1=C(C)NC2=C(C(=O)CC(C)(C)C2)C1c1ccsc1 (stereo not drawn),3.0,10,.,0.1,15,4,1.2,0.4,-1.3
CN1CCN(CCNC(=O)Nc2ccc(Cl)cc2)CC1,-0.5,-4,-0.7,1.6,-4,-6,-3.8,-0.4,-2.4
C/C(N)=C(/C#N)C(=O)CSc1nc2ccccc2c(=O)n1Cc1ccc(C)cc1,-0.6,5,0.2,-1.0,0,14,.,-0.2,-5.2
COc1ccc(NC(=O)Nc2ccc(C(=O)N3CCOCC3)cc2)cc1OC,-1.4,6,0.1,-1.3,1,-10,-0.1,-0.5,1.8
CCCN1C(=O)/C(=C\c2nc3ccccc3c(=O)[nH]2)c2ccccc21,-0.2,22,0.3,.,-2,2,-2.0,0.1,-2.7
CCc1c(C(C)S(=O)(=O)c2ccc(C)cc2)[nH]c(=O)n1-c1ccc(C)cc1 (stereo not drawn),-6.2,-2,.,6.2,1,-5,0.4,0.9,-3.8
CC(C)Cc1nnc(NC(=O)CCC(=O)N2CCCCC2)s1,i,-9,0.6,-4.3,-1,-5,-1.2,0.3,-2.0
COc1ccc(-c2cc(=O)c(C(=O)c3ccc(C)cc3)n[nH]2)cc1,-0.5,1,-0.1,1.3,0,4,.,1.0,-3.1
Cc1ccc(NC(=O)C2CCN(S(=O)(=O)c3c(C)noc3/C=C/N(C)C)CC2)cc1,-2.1,45*,2.6,3.5,0,19,-0.2,-1.4,-1.0
O=C(C[C@@H]1C/C=C\CC[C@@H](Cc2ccc(F)cc2)C(=O)OC[C@@H](Cc2ccccc2)NC1=O)NCCO,-0.2,-8,1.2,0.8,-1,25,-1.3,-0.7,-4.2
O=C(Nc1ccccc1N1CCOCC1)c1cccc(NS(=O)(=O)c2ccc(F)c(F)c2)c1,i,-1,0.7,4.9,2,17,1.4,14,-3.8
S=C(NCc1cccnc1)Nc1ccc(Cl)cc1Cl,i,-2,5.9,-1.1,0,4,.,-0.5,-2.7
CCCn1c(N)c(C(=O)CSc2nnc3ccccn23)c(=O)n(C)c1=O,i,3,-2.2,.,2,0,.,-0.3,1.2
O=C(CNc1ccccc1)N/N=C/c1c(O)ccc2ccccc12,i,14,-0.1,-2.7,2,-2,.,1.0,0.0
O=C(NCc1cn2ccsc2n1)Nc1ccc(Cl)cc1,i,9,.,0.5,2,-9,-0.2,-0.4,-0.6
Cc1ccc(N(C(=O)CNC(=O)c2ccco2)C(C(=O)NC2CCCC2)c2cccnc2)cc1C (stereo not drawn),i,3,.,-3.2,-5,-2,-0.6,-2.2,-0.5
Cc1ccc(C(O)P(=O)(Oc2ccccc2)Oc2ccccc2)cc1 (stereo not drawn),i,4,0.2,1.9,0,2,0.2,-1.9,-1.6
COc1cc(/C=C(\C#N)C(=O)NC2CCCCC2)ccc1OCc1ccc(C(=O)O)cc1,-0.2,20,-1.8,5.6,-1,7,-0.9,-1.9,-1.3
NC(=O)c1nsc(C(=O)N(c2ccccc2)C(C(=O)NCC2CCCO2)c2cccs2)c1N (stereo not drawn),-0.3,12,-4.4,0.1,9,-2,.,-0.3,-1.5
CCn1c(N2CCN(S(=O)(=O)CC)CC2)nc2ccccc21,0.9,-2,1.0,-2.7,4,0,.,0.2,-5.5
CS(=O)(=O)c1ccc(Cl)c(NC(=O)C2CC(=O)N(Cc3ccco3)C2)c1 (stereo not drawn),-0.6,7,0.3,2.5,1,-4,0.8,0.2,1.3
N#CCCn1cc(C(=O)O)c(-c2ccc3ccccc3c2)n1,i,-3,0.7,5.3,1,7,0.2,-0.7,0.5
CCOC(=O)CSc1nc(N)c(C#N)cc1C#N,-0.3,19,0.5,2.1,5,-2,.,-0.8,-3.3
Cc1cc(O)c(/C=N/Nc2ccccc2Cl)c(=O)o1,-0.3,4,.,0.6,2,-4,-1.0,0.4,-3.4

# Copied from the results shown for reference:
SMILES,Vc quorum ag,GDH-TPI inh,TcdB GH inh,UGM FP inh,Mtb FBA inh,Y pestis TopoI,BioA inh,PfHsp40 rescue,FadD28 FP inh
CCn1c(N2CCN(S(=O)(=O)CC)CC2)nc2ccccc21,0.9,-2,1.0,-2.7,4,0,.,0.2,-5.5
CS(=O)(=O)c1ccc(Cl)c(NC(=O)C2CC(=O)N(Cc3ccco3)C2)c1 (stereo not drawn),-0.6,7,0.3,2.5,1,-4,0.8,0.2,1.3
N#CCCn1cc(C(=O)O)c(-c2ccc3ccccc3c2)n1,i,-3,0.7,5.3,1,7,0.2,-0.7,0.5
CCOC(=O)CSc1nc(N)c(C#N)cc1C#N,-0.3,19,0.5,2.1,5,-2,.,-0.8,-3.3
Cc1cc(O)c(/C=N/Nc2ccccc2Cl)c(=O)o1,-0.3,4,.,0.6,2,-4,-1.0,0.4,-3.4

# Additional results follow:
SMILES,Vc quorum ag,GDH-TPI inh,TcdB GH inh,UGM FP inh,Mtb FBA inh,Y pestis TopoI,BioA inh,PfHsp40 rescue,FadD28 FP inh
CSc1ccc(C(=O)NCC(=O)O)cc1[N+](=O)[O-],-0.3,16,0.6,-1.7,0,-1,9.8,-0.2,-1.3
COc1ccc(C(=O)NC(=S)NCCc2ccccc2)cc1,i,5,-0.7,1.1,-3,20,.,3.3,-5.5
COc1ccccc1N1CCN(C(=O)c2cccc3c(=O)c(C)c(-c4ccccc4)oc23)CC1,-0.3,5,1.3,0.5,0,32,.,1.5,-1.9
Cc1noc(C)c1COc1ccc(CC(=O)NCCc2ccccn2)cc1,-6.2,5,-1.1,0.2,0,6,0.8,-0.7,-2.3
NC(=O)CSc1nnnn1-c1ccccc1Cl,0.2,0,0.4,-3.4,0,-11,-0.8,0.5,-2.2
Cc1cc(C(=O)NCc2ccc3c(c2)OCO3)ccc1[N+](=O)[O-],i,3,-1.3,2.3,-1,4,-0.6,-1.2,-3.3
C=C(c1ccccc1)P(=O)(O)O,-0.2,-1,.,2.3,-3,-2,.,0.2,-0.5
COc1ccc(CCN2CC34C=CC(O3)C(C(=O)NCc3ccccc3)C4C2=O)cc1OC (stereo not drawn),-0.4,-4,.,-1.0,5,0,0.0,-0.4,0.1
COc1ccc(Cc2nc3ccc(C(=O)NCCc4cccc(C)n4)cc3o2)cc1,-2.5,3,0.5,3.5,3,26,0.2,-1.8,-4.9
COc1ccc(OC)c(N(CC(=O)NN=C2CCN(C)CC2)S(=O)(=O)c2ccccc2)c1,i,-7,0.7,2.2,-4,4,.,1.1,-4.4
C/C(Cc1ccccc1)=N\NC(=O)CNC(=O)c1ccc(Cl)cc1Cl,-0.6,-13,-4.9,-0.4,2,3,8.2,0.2,-4.6
COCCNC(=O)C(OC(=O)c1cccs1)c1ccc(F)cc1 (stereo not drawn),0.3,2,1.5,0.4,-2,-4,.,-0.3,-2.5
